# Compound activity as filed in PubChem.
# KLK7 zymogen act: proKLK7 zymogen activators, primary screen, biochemical, fluorescence intensity. actives 0.9% (n = 370,000). Kallikrein-7 (Homo sapiens), P49862. purified proKLK7, EDANS-DABCYL substrate fluorescence; 100% is mature enzyme control, 0% vehicle. activation, % at 7 µM;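 active means activation above the mean of all tested compounds plus 3 SD, computed per campaign excluding outliers beyond control limits, cut at about 13% in these data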
# Target sequence (P49862 whole entry, looked up): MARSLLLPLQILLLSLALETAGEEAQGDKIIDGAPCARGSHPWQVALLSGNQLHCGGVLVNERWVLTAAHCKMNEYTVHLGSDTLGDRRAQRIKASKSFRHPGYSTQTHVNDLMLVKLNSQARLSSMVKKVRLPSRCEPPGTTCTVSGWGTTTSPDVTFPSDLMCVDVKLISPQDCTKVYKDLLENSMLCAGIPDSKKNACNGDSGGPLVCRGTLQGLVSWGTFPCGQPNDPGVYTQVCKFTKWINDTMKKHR
# TDP2 inh: human TDP2 enzyme inhibitors, primary screen, biochemical, epi absorbance, recombinant enzyme; Tyrosyl-DNA phosphodiesterase 2 (Homo sapiens), O95551; actives 0.34% (n = 370,000); T5PNP hydrolysis, p-nitrophenol absorbance 415 nm; inhibition, % at 12.8 µM;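 active means inhibition above the mean of all tested compounds plus 3 SD, set per campaign, cut at about 25% in these data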;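 further: 0% = DMSO with enzyme and 100% = buffer with substrate but no TDP2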
# Target sequence (O95551 whole entry, looked up): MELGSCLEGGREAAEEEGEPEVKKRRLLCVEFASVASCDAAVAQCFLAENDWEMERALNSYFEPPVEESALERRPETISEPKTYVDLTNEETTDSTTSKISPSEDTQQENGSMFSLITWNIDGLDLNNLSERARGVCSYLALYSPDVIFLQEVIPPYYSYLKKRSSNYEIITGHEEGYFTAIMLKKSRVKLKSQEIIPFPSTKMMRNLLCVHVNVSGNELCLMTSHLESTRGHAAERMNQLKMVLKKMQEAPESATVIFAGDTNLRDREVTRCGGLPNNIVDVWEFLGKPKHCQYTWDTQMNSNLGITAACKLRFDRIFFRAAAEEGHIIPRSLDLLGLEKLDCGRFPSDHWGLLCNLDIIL
#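 Assay system: recombinant human TDP2 / Reagent: T5PNP substrate at 5 mM, a TopII-DNA adduct mimic / Measured by: epi absorbance from released p-nitrophenol / Evaluation: % inhibition relative to enzyme-containing and enzyme-free wells / Control set: enzyme-free and DMSO wells / Replicates: each compound tested once, singlicate / Schedule: enzyme reaction with compound for 2 h at 37 °C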
# TCR CD3 inh: inhibitors of human TCR-CD3 interaction, primary screen, biochemical, fluorescence, TAMRA-labeled TCR probe; T-cell receptor (TCR); inhibition, % at 9.4 µM; actives 0.37% (n = 360,000); in the data active means inhibition above about 19%;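 further: recombinant mutant TCR 2C K166C tagged with TAMRA read by polarization; 0% = receptor in buffer alone and 100% = receptor with positive control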
# PRMT1 FP inh: PRMT1 methyltransferase inhibitors, primary screen, biochemical, fluorescence polarization. recombinant PRMT1, activity-based probe fluorescence polarization. inhibition, % at 2.79 µM. actives 1.3% (n = 370,000). AID 652257, 2013;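 active means inhibition above about 21% made by adding two undisclosed values, limit read from the data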
# Target sequence (Q99873 whole entry, looked up): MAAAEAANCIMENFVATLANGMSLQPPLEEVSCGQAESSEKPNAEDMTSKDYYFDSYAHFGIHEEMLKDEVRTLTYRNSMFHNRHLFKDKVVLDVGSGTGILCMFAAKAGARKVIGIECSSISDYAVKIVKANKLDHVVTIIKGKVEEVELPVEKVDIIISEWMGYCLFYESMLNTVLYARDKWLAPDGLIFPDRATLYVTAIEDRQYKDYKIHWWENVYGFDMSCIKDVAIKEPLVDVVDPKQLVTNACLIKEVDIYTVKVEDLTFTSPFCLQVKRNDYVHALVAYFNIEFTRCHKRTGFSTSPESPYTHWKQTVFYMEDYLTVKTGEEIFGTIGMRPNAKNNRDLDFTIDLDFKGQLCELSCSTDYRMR
# SIAE inh: human SIAE inhibitors, primary screen, biochemical, fluorescence polarization, FP-Rh probe, 1536-well HTS; Sialate O-acetylesterase (Homo sapiens), Q9HAT2; SIAE FP-Rh probe binding; inhibition, % at 9.66 µM; actives 0.69% (n = 370,000); AID 1053197, 2014;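 active means inhibition above a cutoff: mean of compounds within the control limits plus 3 SD of those, cut at about 17% in these data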;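 further: 0% = plate median of compound wells and 100% = probe without SIAE protein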
# UHRF1 binding: UHRF1 methylated DNA binding inhibitors, primary screen, counter-screen for MBD2 inhibitor project, biochemical, TR-FRET, human UHRF1, single concentration; actives 0.75% (n = 370,000); UHRF1 binding to methylated oligo; E3 ubiquitin-protein ligase UHRF1 (Homo sapiens), Q96T88; AID 687016, 2013; inhibition, % at 4.4 µM; in the data active means inhibition above about 21%;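 further: UHRF1 SRA domain binding a hemimethylated CpG hairpin DNA probe; 0% = median of test compound wells and 100% = reference inhibitor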
# Tn6 DDE FP: inhibitors of Tn6 peptide binding to fibrin DD(E), primary screen, biochemical, fluorescence polarization, human fibrin, Tn6 probe; Fibrin DD(E) TRITC-Tn6 fluorescence polarization displacement; actives 0.21% (n = 370,000); Fibrinogen beta chain (Homo sapiens), P02675; inhibition, % at 8.3 µM;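 active means inhibition above a per-campaign cutoff: mean of compounds within control limits plus 3 SD, cut at about 15% in these data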;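 further: 0% = median of all compound wells on the plate and 100% = blocking peptide control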
# DDE Tn7 FP inh: inhibitors of Tn7 peptide binding to fibrin DD(E), primary screen, biochemical, fluorescence polarization, human fibrin, Tn7 probe; actives 0.13% (n = 370,000); FP displacement of FITC-Tn7 peptide from fibrin DD(E); 0% = median of compound wells per plate; Fibrinogen beta chain (Homo sapiens), P02675; AID 720508, 2013; inhibition, % at 8.3 µM;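 active means inhibition above the mean of compounds falling within the control limits plus 3 SD of them, cut at about 14% in these data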;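 further: 0% = plate median of compound wells and 100% = 10 µM Aha-Tn7 peptide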
#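 System: human fibrin DD(E); quantity: Fibrin-DD(E) at 2 µM final; also added: fluorescent Tn7 probe at 0.1 µM; compound dosing: single nominal test concentration of 8.3 µM per compound; schedule: 10 min preincubation, 3 h with tracer, room temperature; detection: fluorescence polarization of the labelled Tn7 tracer; repeats: one replicate per compound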
# MBD2 inh: inhibitors of MBD2 binding to methylated DNA, primary screen, biochemical, TR-FRET, DNA-binding domain, human; Methyl-CpG-binding domain protein 2 (Homo sapiens), Q9UBB5; MBD2 binding to methylated oligonucleotide; inhibition, % at 4.4 µM; actives 0.31% (n = 370,000); AID 686964, 2013; in the data active means inhibition above about 13%
# LEDGF integ inh: blockers of LEDGF/p75-dependent integrase strand transfer – biochemical, TR-FRET, high throughput, primary screen; TR-FRET IN-LEDGF/p75 DNA integration, Eu/Cy5; inhibition, % at 3.7 µM; actives 0.64% (n = 370,000);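 active means inhibition above the screen-wide mean plus 3 SD, cut at about 13% in these data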;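 further: signal is the Cy5 over europium emission ratio at 671 and 618 nm; 0% = plate median of compound wells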
# An asterisk follows results filed as active; x = no result given.
structure	Tn6 DDE FP	KLK7 zymogen act	PRMT1 FP inh	UHRF1 binding	SIAE inh	TCR CD3 inh	DDE Tn7 FP inh	TDP2 inh	MBD2 inh	LEDGF integ inh
CC1CCCC(NC(=O)CCCn2c(=O)[nH]c3cc(Cl)ccc3c2=O)C1C (stereo not given)	-10	0.4	3	-1	-1	7	-8	10	2	1
OCCSc1nc(-c2ccccc2)nc2ccc(F)cc12	6	0.0	0	-2	-9	8	-3	11	-2	-1
CC1CCN(CC(C)OC(=O)c2ccc3c(c2)OCCO3)CC1 (stereo not given)	-1	-0.7	3	1	-6	-11	8	2	4	-5
Cc1nn(C)cc1-c1cc(C(=O)O)c2ccccc2n1	5	2.7	-1	0	6	6	0	11	0	-1
CCc1nnc(NC(=O)CSc2nnc(CNc3ccc(C)cc3)n2C)s1	4	0.1	-1	0	14	6	2	-2	0	1
CCN1CCN(C(=O)C(C)N(c2ccc(C)cc2)S(C)(=O)=O)CC1 (stereo not given)	9	0.1	0	1	-1	7	-3	-8	-1	-4
O=C(NC1=NCCS1)C1CC(=O)N(c2ccc(Cl)cc2)C1 (stereo not given)	0	-0.1	-2	1	0	3	-1	11	3	4
CCN(CC)C(=O)c1ncn2c1C(=O)N[C@@H](C)C2	1	-0.1	-2	3	2	-9	-4	-4	-5	-8
COc1ccc(-c2noc(CCCOc3ccccc3)n2)cc1OC	3	-0.1	3	4	-7	-3	-1	-11	6	-3
CN(C)C(=O)CCc1ccc2c3c([nH]c2c1)[C@]1(CCC2CCCC2)[C@@H](C(=O)N2CCOCC2)C[C@H](CC(=O)NCCN2CCOCC2)C(=O)N1CC3	4	-0.1	-6	-3	-8	-4	-4	3	1	3
Cc1ccccc1C(=O)Nc1ccc(-c2nnc(SC(C)C(=O)O)n2C)cc1 (stereo not given)	-1	0.1	-4	-1	-1	8	0	-3	0	-1
CC1CCN(C(c2ccc(N(C)C)cc2)c2nnnn2Cc2ccccc2)CC1 (stereo not given)	4	-0.2	-1	6	-2	4	-1	-25	-4	2
CCOc1ccc(Nc2ncnc(N)n2)cc1	2	-0.2	-1	-1	0	6	-6	-9	-1	3
C[C@H]1C=C(C(=O)O)O[C@@H](OCc2ccc(CO)cc2)C1	8	-0.7	3	2	2	1	3	-2	-2	-1
CC(C)(C)NC(NC(=O)Cc1ccccc1)C(Cl)(Cl)Cl (stereo not given)	1	-0.2	1	0	3	-1	9	11	3	-4
CCOC(=O)c1c(-c2cccc([N+](=O)[O-])c2)csc1NC(=O)C1CC1	2	-0.2	2	0	-6	-14	-1	0	4	3
O=C(Nc1cccc(-c2cn3ccccc3n2)c1)c1cccs1	-2	0.4	1	-1	-5	7	0	13	1	2
CC12CC(NC(=O)N1c1cccc(C(=O)Nc3ncn[nH]3)c1)c1ccccc1O2 (stereo not given)	1	0.3	-2	1	-1	5	5	-2	-3	-5
CCOC(=O)c1oc2ccccc2c1NC(=O)COc1cccc(OC)c1	-7	-0.4	1	6	6	0	6	-4	2	3
CCC(=O)NC(=S)Nc1ccc(NC(=S)NC(=O)c2ccccc2)cc1	-4	-0.5	-2	-4	-198	8	0	2	1	3
C=CC[C@H](CC(=O)N(CCO)Cc1ccccc1)C(=O)N[C@H](COC(=O)[C@@H](CC=C)Cc1ccc(F)cc1)C(C)(C)C	8	0.1	-3	-1	5	4	8	2	-6	-1
CSc1nc(N)nc2c1ncn2CC(=O)N[C@H](C)c1cccc2ccccc12	0	0.4	5	4	1	-2	8	-3	-4	-3
COc1ccc(NC(=O)c2nn(C)c(=O)c3ccccc23)cc1S(=O)(=O)Nc1ccccc1Cl	-11	0.2	-3	1	-44	10	-5	-1	-1	4
CCCCCCC(=O)Nc1c(O)c2ccccc2[nH]c1=O	3	-0.5	3	1	-2	-3	8	12	4	-1
O=C(NCCSc1ccc(Br)cc1)c1ccccc1	9	0.8	-1	-1	-6	4	4	3	-1	-1

# The final 6 entries of the part above are carried over, then new ones follow.
structure	Tn6 DDE FP	KLK7 zymogen act	PRMT1 FP inh	UHRF1 binding	SIAE inh	TCR CD3 inh	DDE Tn7 FP inh	TDP2 inh	MBD2 inh	LEDGF integ inh
CCC(=O)NC(=S)Nc1ccc(NC(=S)NC(=O)c2ccccc2)cc1	-4	-0.5	-2	-4	-198	8	0	2	1	3
C=CC[C@H](CC(=O)N(CCO)Cc1ccccc1)C(=O)N[C@H](COC(=O)[C@@H](CC=C)Cc1ccc(F)cc1)C(C)(C)C	8	0.1	-3	-1	5	4	8	2	-6	-1
CSc1nc(N)nc2c1ncn2CC(=O)N[C@H](C)c1cccc2ccccc12	0	0.4	5	4	1	-2	8	-3	-4	-3
COc1ccc(NC(=O)c2nn(C)c(=O)c3ccccc23)cc1S(=O)(=O)Nc1ccccc1Cl	-11	0.2	-3	1	-44	10	-5	-1	-1	4
CCCCCCC(=O)Nc1c(O)c2ccccc2[nH]c1=O	3	-0.5	3	1	-2	-3	8	12	4	-1
O=C(NCCSc1ccc(Br)cc1)c1ccccc1	9	0.8	-1	-1	-6	4	4	3	-1	-1
CC1(C)C2CCC1(C)C(OC(=O)c1ccc(O)cc1)C2 (stereo not given)	1	-0.7	2	-1	-9	-4	2	-4	-3	-1
COc1ccc(C)c2sc(N3CCCC3)nc12	-5	-0.2	0	25*	10	-11	-3	4	-4	1
Cc1ccc(-c2ccc(/C=N/N3C(=O)C4C5C=CC(C6CC56)C4C3=O)o2)c([N+](=O)[O-])c1 (stereo not given)	-3	0.3	4	-2	7	6	0	2	1	2
CC1CCN(S(=O)(=O)c2nnc(NC(=O)c3cccc(Cl)c3)s2)CC1	-4	0.9	4	2	-6	-5	2	6	-1	3
COc1ccc(C(=O)Nc2ccc(N3CCN(c4ccc(OC)cc4)CC3)c(C#N)c2)cc1	9	-0.3	2	0	-1	3	2	3	1	1
O=C(Nc1ccccc1Br)c1c(F)cccc1Cl	-7	0.1	-1	0	1	5	-3	1	-3	3
CCOc1ccc(-c2csc(NC(=O)C3CCCO3)n2)cc1 (stereo not given)	-1	-0.1	2	0	0	14	-5	12	-6	1
COC(=O)C1CCN(C(=O)c2ccccc2Oc2ccccc2)CC1	-2	0.7	-1	4	10	-1	-2	-13	-4	1
COc1ccc(OC)c(NC(=O)Cc2coc3ccc(C)cc23)c1	-2	-0.5	-3	-3	5	8	4	1	-6	5
Cc1ccc(S(=O)(=O)N2CCOCC2)cc1NC(=O)COC(=O)Cc1ccc(Cl)cc1	10	-0.8	-2	-3	-1	4	5	-9	1	1
CCOc1cccc2sc(N(CCN(CC)CC)C(=O)c3cccc([N+](=O)[O-])c3)nc12	1	-0.3	-2	1	0	1	-7	2	-7	4
COc1ccccc1/C=N/Nc1nc(C)c(C(C)=O)s1	6	-0.1	2	0	4	-16	-6	-2	2	1
Nc1nc2c(ncn2[C@@H]2O[C@H](CNCc3ccccc3)[C@@H](O)[C@H]2O)c(=O)[nH]1	0	-0.2	-7	2	3	-2	2	-8	1	8
COC(=O)c1scc(C)c1N/N=C(\C)c1ccc(F)cc1	1	-0.6	1	2	-10	12	-1	-12	4	4
CCCOc1ccc(C(=O)NCCO)cc1	5	-0.8	-1	1	-2	9	-9	-4	-5	-2
CCOC(=O)c1ccc(Oc2nc(OC)cc(OC)n2)cc1	4	0.1	-1	-4	0	8	2	14	3	3
Cc1ccc(-n2c(=O)cc(N3CCCCCC3)[nH]c2=O)cc1	0	1.1	-5	0	-2	5	4	-13	-1	3
CCc1ccccc1NC(=O)c1sc2nc(C)cc(C)c2c1N	-5	1.9	1	-2	-5	1	-1	9	1	0
Cc1ccc(C(=O)N2CCN(c3ccccc3O)CC2)cc1S(=O)(=O)N1CCCCC1	4	0.1	0	1	12	3	10	-6	-4	2
COc1ccc2c(c1)nc(SCC(=O)c1ccc(Br)s1)n2C	5	-0.5	8	-1	-4	1	8	2	1	-2
O=C(O)c1ccccc1C(=O)Nc1ccc(S(=O)(=O)Nc2ccc(F)cc2)cc1	1	0.1	1	-1	0	-7	1	8	2	-1
O=S1(=O)c2ccc(N3CCCC3)cc2Oc2ccccc2CN1Cc1cn(Cc2cccc(C(F)(F)F)c2)nn1	2	-0.8	3	1	13	x	-14	-13	-3	4
Cn1c(SCC(=O)NC2CCS(=O)(=O)C2)nnc1-c1ccco1 (stereo not given)	-5	-0.6	0	0	0	-4	0	1	1	-2
Cc1cc(C(=O)N/N=C/C=C/c2ccccc2)n[nH]1	-2	-0.1	3	1	-4	-2	2	0	3	-3
Cc1cc(OCC(=O)O/N=C(\N)c2ccccc2)cc(C)c1Cl	6	-0.4	-2	-2	-3	4	1	-13	-6	4
COc1ccc(CCNC(=O)CCc2nc3ccccc3[nH]2)cc1OC	-1	-0.3	-1	-2	0	0	-1	12	5	-5

# An unsorted share of the library; overall some 4.6% were active at least once.
